Source: PubChem BioAssay (National Center for Advancing Translational Sciences (NCATS))
D1 antag – Antagonist of Human D 1 Dopamine Receptor: qHTS. D(1A) dopamine receptor (Homo sapiens), P21728. HEK293 TREx D1 cells, calcium flux, dopamine EC80; active compounds read low. activity change, negative = inhibition, % at 10 µM. 360,000 compounds, 3.2% hits. AID 504652, 2011; in the data active = activity change below about -30%; also: % is scaled to controls: 0 for no effect and ±100 for the full control effect
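Antagonism measured as reduced calcium response to an EC80 dopamine addition following 180 s compound pre-read; cells were inducible HEK293 Trex D1 plated overnight at 30 C, read kinetically at 1 cycle/sec.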
D1 agonist – Allosteric Agonists of the Human D1 Dopamine Receptor: qHTS; HEK293 T-REx D1 cells, calcium flux, agonist mode; D(1A) dopamine receptor (Homo sapiens), P21728; AID 504660, 2011; 360,000 compounds, 1% hits; activation, % at 2 µM; in the data active = activation above about 30%; also: 0% is about no effect
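Agonism was scored from calcium flux recorded over 180 s (1 read/s) after pintool compound addition, following a 10-cycle baseline. Cells were inducible force-coupled HEK293 TREx D1, plated overnight at 30 C and loaded with no-wash calcium dye.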
D2 potentiator – HTS Assay for Positive Allosteric Modulators of the Human D2 Dopamine Receptor: Primary Screen for Potentiators; D(2) dopamine receptor (Homo sapiens), P14416; HEK293 T-REx D2, calcium flux, EC20 dopamine potentiation; potentiation, % at 10 µM; 340,000 compounds, 0.34% hits;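 active = potentiation over 3 SD above the plate norm, cut at about 30% in these data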; also: 0% is about no effect
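Tetracycline-induced Hek293 Trex D2 cells, force-coupled to calcium, loaded with no-wash calcium dye. Compound added with 180 s kinetic read for agonism, then EC20 dopamine and a further 180 s read for potentiation.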
D1 PAM – Potentiators of Human D1 Dopamine Receptor: qHTS; HEK293 TREx D1 cells, calcium flux, dopamine EC20 potentiation; D(1A) dopamine receptor (Homo sapiens), P21728; potentiation, % at 10 µM; 360,000 compounds, 0.036% hits; AID 504651, 2011; in the data active = potentiation above about 30%; also: 0% is about no effect
Vif-A3F inh – qHTS for Inhibitors of Vif-A3F Interactions: qHTS; HeLa A3F-eYFP + Vif (tagged APOBEC3F with the HIV-1 protein that degrades it), YFP fluorescence increase; Potency, µM (titrated, usually from 46.1 µM), for the others: at the top dose activity, negative = active; 390,000 compounds, 0.2% hits; also: potency is read from the fitted curve at half-maximal effect; % of control where 0% means no effect; nearly all actives have a fitted effect of over 65% in size
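Fluorescence increase (Ex 488/Em 500-530) after overnight compound treatment at 37 deg C flags inhibition of Vif-driven A3F-eYFP loss in stable HeLa A3F-eYFP/Vif cells seeded overnight beforehand.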
RXFP1 ag – qHTS Assay for Agonists of the Relaxin Receptor RXFP1; Relaxin receptor 1 (Homo sapiens), Q9HBX9; HEK293T-RXFP1 cAMP TR-FRET, 30 min; response scale: percent of porcine relaxin response, buffer zero; Potency, µM (doses to about 57.5 µM), for the others: top-dose activation, usual class: activators; 370,000 compounds, 0.3% hits; also: potency is read from the fitted curve at half-maximal effect; % is scaled to controls: 0 for no effect and ±100 for the full control effect; nearly all actives have a fitted effect of over 60% in size; many of its hits are not listed in these tables
Target sequence (Q9HBX9 whole entry, looked up): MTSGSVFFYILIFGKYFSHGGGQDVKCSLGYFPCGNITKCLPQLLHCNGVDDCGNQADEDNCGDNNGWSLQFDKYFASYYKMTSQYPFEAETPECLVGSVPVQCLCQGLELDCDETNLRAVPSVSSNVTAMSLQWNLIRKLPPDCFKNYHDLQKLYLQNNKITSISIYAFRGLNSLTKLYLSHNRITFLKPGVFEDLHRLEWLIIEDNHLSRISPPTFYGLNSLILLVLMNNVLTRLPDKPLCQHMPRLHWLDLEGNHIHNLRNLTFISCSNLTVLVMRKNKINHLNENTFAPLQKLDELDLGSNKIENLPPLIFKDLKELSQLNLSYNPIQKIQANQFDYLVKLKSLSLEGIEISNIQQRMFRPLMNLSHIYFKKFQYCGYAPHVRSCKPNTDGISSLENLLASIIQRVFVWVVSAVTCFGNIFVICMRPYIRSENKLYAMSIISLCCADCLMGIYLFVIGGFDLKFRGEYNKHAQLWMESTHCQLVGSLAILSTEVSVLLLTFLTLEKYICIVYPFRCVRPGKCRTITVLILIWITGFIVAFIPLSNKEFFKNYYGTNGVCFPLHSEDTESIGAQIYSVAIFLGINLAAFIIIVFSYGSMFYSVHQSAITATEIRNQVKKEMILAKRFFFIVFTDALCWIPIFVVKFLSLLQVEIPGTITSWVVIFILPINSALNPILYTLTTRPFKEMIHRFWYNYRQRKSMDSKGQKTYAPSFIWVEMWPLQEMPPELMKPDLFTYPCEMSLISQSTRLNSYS
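Agonist response is measured as cAMP accumulation in an RXFP1-transfected HEK293T line under PDE4 inhibition. Values are scaled between buffer-only and 29 nM porcine relaxin, and EC50s come from standard Hill equation fits.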
LDHA inh – qHTS assay for inhibitors of human lactate dehydrogenase; L-lactate dehydrogenase A chain (Homo sapiens), P00338; activity change, % (values are at about 110 or 230 µM); purified LDHA, NADH/diaphorase-resazurin fluorescence; active compounds read low; 480,000 compounds, 0.15% hits; in the data active = activity change below about -30%; inconclusive = mostly about -25% to -30%;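 also: plate controls were DMSO wells for no effect and wells without enzyme for full effect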
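Human LDH5 at 2 nM final in Tris HCl pH 7.4 with 0.06 mM NADH and 0.2 mM pyruvate, reacted 5 minutes at room temperature. Remaining NADH coupled via diaphorase/resazurin; resorufin fluorescence read at 0 and 20 minutes, normalized to enzyme-free and DMSO wells.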
GRP78 ERSR act – qHTS for Inducers of the Endoplasmic Reticulum Stress Response (ERSR) in Human Glioma: qHTS; U87-MG GRP78 promoter luciferase reporter, 16 h; Potency, µM, inactives show at the top dose activation, hits mostly activators; 420,000 compounds, 0.02% hits; AID 602332, 2012; also: potency is read from the fitted curve at half-maximal effect; series mostly up to about 76 µM; % of control where 0% means no effect; nearly all actives have a fitted effect of over 35% in size
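ERSR induction read as luciferase luminescence (Bright-Glo, 10 min at room temperature) in stably transfected human U87-MG glioma cells exposed to compounds for 16 h, using GRP78 as sensor.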
Vif-A3G inh – qHTS for Inhibitors of Vif-A3G Interactions: qHTS; AID 602310, 2012; 410,000 compounds, 0.076% hits; HeLa A3G-eYFP + Vif (tagged APOBEC3G with the HIV-1 protein that degrades it), YFP fluorescence, overnight; Potency, µM (highest dose often 46.1 µM), inactives show top-dose activity, negative = active, usual class: inhibitors; DNA dC->dU-editing enzyme APOBEC-3G (Homo sapiens), Q9HC16;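 also: potency is read from the fitted curve at half-maximal effect; % is scaled to controls: 0 for no effect and ±100 for the full control effect; nearly all actives have a fitted effect of over 60% in size; hits raise eYFP signal because A3G escapes Vif-driven loss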
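Read-out is eYFP fluorescence (Ex 488/Em 500-530) from Vif-expressing HeLa A3G-eYFP cells; more signal means A3G escaped Vif-mediated degradation. Cells plated overnight, compound pinned in, incubated overnight at 37 deg C.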
Active calls of the source: *; & = joins results of further samples. Unless noted, calls follow the shape of the dose curve; as a rule, active = well fitted curve in the direction sought with a large enough effect; inconclusive = small, poorly fitted or top-dose-only effect, or another doubt; inactive = no such curve, though single readings can be large; an effect the other way counts as inactive or inconclusive.

Screening O=C(CSc1ncccc1-c1nc2ccccc2[nH]1)NC1CC1 returned D1 antag -8, D1 agonist 3, D1 PAM -3, Vif-A3F inh -10%, RXFP1 ag 2.9%, LDHA inh -10, GRP78 ERSR act -1% and Vif-A3G inh 0%.
For COc1ccccc1C(CC(=O)N1CCCC1)c1ccc2c(c1)OCO2 (stereo not drawn) the results were D1 antag 4, D1 agonist 7, D2 potentiator 5, D1 PAM 2, Vif-A3F inh -14%, RXFP1 ag 0.0%, LDHA inh 1, GRP78 ERSR act -1% and Vif-A3G inh 0%.
Screening COc1ccc(CNc2nc(-c3ccc(Cl)cc3)nn2C(=O)c2ccccc2)cc1 returned D1 antag -1, D1 agonist 1, D2 potentiator -13, D1 PAM -3, Vif-A3F inh 1%, RXFP1 ag -0.3%, LDHA inh -1, GRP78 ERSR act -5% and Vif-A3G inh 1%.
c1cnc2ccc(C(c3nnnn3C3CCCC3)N3CCN(c4nc5ccccc5s4)CC3)cc2c1 (stereo not drawn) was read as D1 antag 4, D1 agonist 16, D2 potentiator 0, D1 PAM -12, Vif-A3F inh 0%, RXFP1 ag -1.0%, LDHA inh -1, GRP78 ERSR act -3% and Vif-A3G inh -1%.
For O=C(CSc1cn(CCNC(=O)c2c(F)cccc2F)c2ccccc12)Nc1ccccc1F the results were D1 antag 9, D1 agonist 0, D2 potentiator -13, D1 PAM -4, Vif-A3F inh -5%, RXFP1 ag 1.0%, LDHA inh -4, GRP78 ERSR act -3% and Vif-A3G inh -3%.
For C[C@H]1C=C(C(=O)N2CCOCC2)O[C@@H](OCc2ccc(CO)cc2)C1 the results were D1 antag 8, D1 agonist 3, D2 potentiator 6, D1 PAM -1, Vif-A3F inh -2%, RXFP1 ag -0.6%, LDHA inh -2, GRP78 ERSR act -5% and Vif-A3G inh 0%.
Screening O=C1Nc2ccccc2/C1=N/c1sc2c(c1C(=O)NCCc1ccccc1)CCCC2 returned D1 antag 1, D1 agonist 2, D1 PAM 11, Vif-A3F inh -2%, RXFP1 ag 0.1%, LDHA inh -1, GRP78 ERSR act 8% and Vif-A3G inh 0%.
CSc1ccccc1C(=O)Nc1cccc(C(C)=O)c1 was read as D1 antag -14, D1 agonist 7, D2 potentiator 11, D1 PAM -8, Vif-A3F inh -4%, RXFP1 ag -0.4%, LDHA inh -3, GRP78 ERSR act -3% and Vif-A3G inh 0%.
For CCOC(=O)c1ccc(N/C=C\C(=O)c2cccc(OC)c2)cc1 the results were D1 antag -46*, D1 agonist 11, D2 potentiator -12, D1 PAM 2, Vif-A3F inh inconclusive, RXFP1 ag 0.2%, LDHA inh -1, GRP78 ERSR act 1% and Vif-A3G inh 0%.
COc1ccc(OC)c(S(=O)(=O)N2CCN(Cc3ccccc3)CC2)c1 was read as D1 antag 0, D1 agonist 6, D2 potentiator 3, D1 PAM 0, Vif-A3F inh -29%, RXFP1 ag -2.3%, LDHA inh -1, GRP78 ERSR act -1% and Vif-A3G inh 0%.

Retrieved by structure from the list above:
For CCOC(=O)c1ccc(N/C=C\C(=O)c2cccc(OC)c2)cc1 the results were D1 antag -46*, D1 agonist 11, D2 potentiator -12, D1 PAM 2, Vif-A3F inh inconclusive, RXFP1 ag 0.2%, LDHA inh -1, GRP78 ERSR act 1% and Vif-A3G inh 0%.
Screening O=C1Nc2ccccc2/C1=N/c1sc2c(c1C(=O)NCCc1ccccc1)CCCC2 returned D1 antag 1, D1 agonist 2, D1 PAM 11, Vif-A3F inh -2%, RXFP1 ag 0.1%, LDHA inh -1, GRP78 ERSR act 8% and Vif-A3G inh 0%.
CSc1ccccc1C(=O)Nc1cccc(C(C)=O)c1 was read as D1 antag -14, D1 agonist 7, D2 potentiator 11, D1 PAM -8, Vif-A3F inh -4%, RXFP1 ag -0.4%, LDHA inh -3, GRP78 ERSR act -3% and Vif-A3G inh 0%.
For COc1ccccc1C(CC(=O)N1CCCC1)c1ccc2c(c1)OCO2 (stereo not drawn) the results were D1 antag 4, D1 agonist 7, D2 potentiator 5, D1 PAM 2, Vif-A3F inh -14%, RXFP1 ag 0.0%, LDHA inh 1, GRP78 ERSR act -1% and Vif-A3G inh 0%.

(continued)
For O=c1c2sccc2[nH]c(=S)n1-c1ccccc1 the results were D1 antag -26, D1 agonist 3, D2 potentiator -2, D1 PAM 4, Vif-A3F inh -6%, RXFP1 ag 4.7%, LDHA inh -1, GRP78 ERSR act -2% and Vif-A3G inh -5%.
CCc1ccc(CN2CCC(n3nccc3NC(=O)c3ccccc3OC)CC2)o1 was read as Vif-A3F inh 3%, LDHA inh -5, GRP78 ERSR act 2% and Vif-A3G inh 0%.
COc1cc(Cl)c(C)cc1NS(=O)(=O)c1c(C)nc2sccn2c1=O was read as D1 antag -44*, D1 agonist 2, D2 potentiator -5, D1 PAM -2, Vif-A3F inh -4%, RXFP1 ag 4.1%, LDHA inh -3, GRP78 ERSR act -3% and Vif-A3G inh -2%.
For Cc1ccc(C)c(N2CCN(C(=O)c3cc(S(=O)(=O)N4CCCC4)cn3C)CC2)c1 the results were D1 antag -5&5, D1 agonist 4&1, D2 potentiator 7&2, D1 PAM -7&1, Vif-A3F inh 7%&-7%, RXFP1 ag 4.1%&-1.6%, LDHA inh -8&-2, GRP78 ERSR act -2%&-1% and Vif-A3G inh 6%&-7%.
`O=C(Nc1ccon1)c1cccc(S(=O)(=O)N2CCCCCC2)c1` gave D1 antag -9, D1 agonist 0, D2 potentiator -2, D1 PAM -2, Vif-A3F inh -2%, RXFP1 ag 1.2%, LDHA inh -2, GRP78 ERSR act 3% and Vif-A3G inh -1%.
O=C(c1ccc(NS(=O)(=O)c2ccc(F)cc2)cc1)N1CCC1 was read as D1 antag 11, D1 agonist 3, D2 potentiator 8, D1 PAM -2, Vif-A3F inh 6%, RXFP1 ag -0.3%, LDHA inh -2, GRP78 ERSR act -1% and Vif-A3G inh -2%.
Screening Cc1ccc(Cl)c(OCCCCN2CCC(C)CC2)c1 returned Vif-A3F inh 0%, LDHA inh 1, GRP78 ERSR act 1% and Vif-A3G inh -1%.
Screening COc1cc(-c2c(C#N)c(N)nc3c2CCCC3)cc(OC)c1OC returned D1 antag 16, D1 agonist 3, D2 potentiator 16, D1 PAM -3, Vif-A3F inh -3%, RXFP1 ag 2.3%, LDHA inh 2, GRP78 ERSR act -4% and Vif-A3G inh -3%.
Cc1cc(C)c(C(=O)COC(=O)Cn2nc(-c3ccccc3)oc2=O)cc1C was read as Vif-A3F inh 3%, LDHA inh -2, GRP78 ERSR act 0% and Vif-A3G inh 0%.
Screening Cc1cc2nc(N3CCN(C(=O)c4ccco4)CC3)sc2cc1C returned D1 antag -6, D1 agonist 8, D2 potentiator 14, D1 PAM -4, Vif-A3F inh 1%, RXFP1 ag -0.3%, LDHA inh -3, GRP78 ERSR act 7% and Vif-A3G inh -1%.
Screening O=C(C[n+]1cc(-c2ccc(Cl)c(Cl)c2)n2c1CCC2)N1c2ccccc2Sc2ccccc21 returned D1 antag -39*, D1 agonist 1, D2 potentiator 9, D1 PAM -7, Vif-A3F inh 10%, RXFP1 ag -0.2%, LDHA inh 0, GRP78 ERSR act -6% and Vif-A3G inh 4%.
`CC(C)(C)NC(=O)CSC(=Nc1cccc(F)c1)NC#N` gave D1 antag -40*, D1 agonist 2, D2 potentiator -7, D1 PAM -16, Vif-A3F inh -1%, RXFP1 ag 0.3%, LDHA inh 3, GRP78 ERSR act inconclusive and Vif-A3G inh 0%.
CCCc1nnc(SCC(=O)Nc2cc(C)on2)n1CCOC was read as D1 antag -14, D1 agonist 0, D2 potentiator 12, D1 PAM -3, Vif-A3F inh 2%, RXFP1 ag 1.6%, LDHA inh -18, GRP78 ERSR act 0% and Vif-A3G inh 0%.
For O=C1CC(C(=O)Nc2cccc3ccccc23)C2(CCCC2)O1 (stereo not drawn) the results were D1 antag 17, D1 agonist 34*, D2 potentiator 11, D1 PAM 2, Vif-A3F inh 0%, RXFP1 ag 0.4%, LDHA inh 6, GRP78 ERSR act 0% and Vif-A3G inh 0%.
For CC(c1ccco1)N(C(=O)c1ccccc1F)c1ccccn1 (stereo not drawn) the results were D1 antag 6, D1 agonist 3, D2 potentiator 1, D1 PAM -10, Vif-A3F inh 0%, RXFP1 ag 7.9%, LDHA inh -6, GRP78 ERSR act -2% and Vif-A3G inh -9%.
For CCCN1Cc2cccc(C(=O)NCc3ccc(C)cc3)c2C1=O the results were D1 antag -8, D1 agonist 0, D2 potentiator 11, D1 PAM -2, Vif-A3F inh -16%, RXFP1 ag -0.1%, LDHA inh 1, GRP78 ERSR act -1% and Vif-A3G inh 1%.

An excerpt. The share of hits here may be higher or lower than overall.
